SENP7 inh – inhibitors of human SENP7 protease | Q9BQF6 | recombinant SENP7, Z-RLRGG-aminoluciferin luminescence, 40 min | inhibition, % at 5 µM | hit rate 1.5% among 330,000 | AID 434973;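 active = inhibition above about 50% at the single test dose, limit read from the data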;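 note: plate controls were DMSO with enzyme for no effect and no enzyme buffer wells for full effect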
Target sequence (Q9BQF6 706-1050 limits assumed): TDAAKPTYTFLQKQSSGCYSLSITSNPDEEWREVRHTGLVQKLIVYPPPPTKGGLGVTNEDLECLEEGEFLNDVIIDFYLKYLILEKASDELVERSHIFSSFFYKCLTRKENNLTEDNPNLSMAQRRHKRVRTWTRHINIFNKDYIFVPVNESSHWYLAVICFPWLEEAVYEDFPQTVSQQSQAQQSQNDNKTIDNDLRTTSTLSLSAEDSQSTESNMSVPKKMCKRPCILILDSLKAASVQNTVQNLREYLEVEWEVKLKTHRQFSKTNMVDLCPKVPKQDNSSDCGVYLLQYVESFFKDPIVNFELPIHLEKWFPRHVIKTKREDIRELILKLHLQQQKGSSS
SENP8 block-1 – SENP8 (human) protease inhibition | inhibition, % at 20 µM | AID 602440 | hit rate 0.64% among 360,000 | Q96LD8 | recombinant SENP8, Nedd8 substrate fluorescence; in the data active = inhibition mostly above about 40%, no sharp cut-off; inactive = mostly below about 27%
Target sequence (Q96LD8 whole entry, looked up): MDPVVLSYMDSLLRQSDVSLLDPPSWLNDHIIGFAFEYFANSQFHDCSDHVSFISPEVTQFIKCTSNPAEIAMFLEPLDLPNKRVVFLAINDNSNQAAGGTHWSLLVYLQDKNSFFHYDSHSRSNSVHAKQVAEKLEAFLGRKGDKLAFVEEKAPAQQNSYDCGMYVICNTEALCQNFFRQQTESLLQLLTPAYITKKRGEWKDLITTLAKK
HKDC1 inhibitor – HKDC1 (human) hexokinase inhibition; recombinant HKDC1, G6PDH/diaphorase resazurin coupled fluorescence; inhibition, % at 20 µM; hit rate 0.16% among 340,000;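 active = inhibition above about 35% when tested at 20 µM, limit read from the data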;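 note: plate controls were DMSO wells with enzyme for no effect and DMSO wells lacking enzyme for full effect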
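Material: recombinant HKDC1 hexokinase; Amount: HKDC1 at 5 µg/mL; Medium: Tris pH 8.0 buffer with MgCl2, Tween-20, BSA, BME; Schedule: 90 min reaction incubation at room temperature, dark; Technique: coupled resazurin fluorescence, excitation 525 nm, emission 613 nm.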
beta cell repl – inducers of beta-cell replication in MIN6 cells; AID 2380; proliferation, % at 10 µM; hit rate 0.29% among 330,000; MIN6 cells proliferation, ATPlite luminescence, 48 h; cells starved in 0.2% serum; 100% = growth in 10% serum;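 active = compounds whose signal lies at least 3.5 SD above the mean of all wells on their plate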;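 note: 0% = DMSO-treated cells in low-serum medium and 100% = 10% serum control; some compounds called inactive have numbers as strong as hits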
SENP8 block-2 – blocks the human protease SENP8; inhibition, % at 10 µM; Q96LD8; hit rate 1.2% among 330,000; purified SENP8, Z-RLRGG-aminoluciferin cleavage, luminescence; AID 2540; in the data active = inhibition above about 50%
PfG6PD inh – PfG6PD (Plasmodium falciparum) enzyme inhibition; PfGluPho enzyme, NADPH resazurin-diaphorase fluorescence; inhibition, % at 20 µM; hit rate 0.78% among 350,000; AID 504690;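 active = inhibition reaching at least a set limit at 20 µM in the primary screen, cut at about 59% in these data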;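 note: 0% = DMSO wells with substrate and 100% = DMSO wells lacking glucose-6-phosphate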
SENP1 FRET inh – blocks the human SENP1 SUMO protease catalytic domain; inhibition, % at 10 µM; hit rate 0.21% among 360,000; recombinant SENP1 catalytic domain, CyPet-SUMO1-YPet FRET cleavage; Q9P0U3;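 active = inhibition at least 30% at 10 µM, raw YFP signal under a set limit, fluorescence ratio 0.5 to 1.5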;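 note: 0% = enzyme with DMSO and 100% = no enzyme wells; some results filed as inactive read as strong as hits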
Target sequence (Q9P0U3 419-644 limits assumed): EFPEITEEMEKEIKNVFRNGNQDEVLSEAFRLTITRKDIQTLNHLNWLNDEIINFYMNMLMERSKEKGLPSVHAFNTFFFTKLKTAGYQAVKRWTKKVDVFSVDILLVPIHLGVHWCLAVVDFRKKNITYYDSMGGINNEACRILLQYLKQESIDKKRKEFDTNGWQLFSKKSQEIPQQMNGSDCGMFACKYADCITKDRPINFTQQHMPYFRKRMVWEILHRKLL
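Test system: hSENP1 catalytic domain, recombinant; Amount: 20 pM final SENP1 enzyme; Medium: Tris pH 8 buffer plus EDTA, NaCl, BME, BSA, NP40, catalase; Schedule: 50 min enzyme reaction, room temperature, light-protected; Technique: FRET fluorescence in CFP and YFP emission channels; Controls: no-enzyme wells low, DMSO-plus-enzyme wells high control.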
UBC13 inh – inhibitors of human UBC13 polyubiquitin chain formation; P61088; TR-FRET; inhibition, % at 20 µM; hit rate 0.47% among 330,000; AID 485273; in the data active = inhibition above about 45%, passing the limit was not always enough
Target sequence (P61088 whole entry, looked up): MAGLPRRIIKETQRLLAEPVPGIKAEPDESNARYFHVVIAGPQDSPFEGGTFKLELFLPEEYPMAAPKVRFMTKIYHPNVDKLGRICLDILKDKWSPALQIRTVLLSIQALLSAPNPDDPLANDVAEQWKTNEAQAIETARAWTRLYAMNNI
SENP6 block – SENP6 protease inhibition. Recombinant SENP6 catalytic domain, aminoluciferin luminescence. inhibition, % at 10 µM. hit rate 1.8% among 330,000. AID 2599;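 active = inhibition above about 50% at the single tested dose, limit read from the data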;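 note: plate controls were DMSO wells with enzyme for no effect and DMSO wells lacking enzyme for full effect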
Numbers without * were called inactive; i = inactive; x = no result given.

The opening three compounds, ahead of the listing:
SMILES	SENP7 inh	SENP8 block-1	HKDC1 inhibitor	beta cell repl	SENP8 block-2	PfG6PD inh	SENP1 FRET inh	UBC13 inh	SENP6 block
COc1cc(O)c(C(CCN2CCCC2)c2ccc3c(c2)OCO3)c(OC)c1 (stereo not drawn)	-2.0	28.5	-2.8	-1.7	-3.6	15.8	-5.8	6.7	-12.5
O=C(COC(=O)c1cc(F)cc(F)c1)NCCCc1ccccc1	2.7	10.4	-2.8	-0.5	-0.5	6.1	2.3	8.4	-14.2
N/C(=N\OC(=O)c1ccco1)c1ccccc1	80.6*	5.9	3.2	-0.7	81.9*	-2.0	-0.7	3.0	88.2*

Results, previewed entries included:
SMILES	SENP7 inh	SENP8 block-1	HKDC1 inhibitor	beta cell repl	SENP8 block-2	PfG6PD inh	SENP1 FRET inh	UBC13 inh	SENP6 block
COc1cc(O)c(C(CCN2CCCC2)c2ccc3c(c2)OCO3)c(OC)c1 (stereo not drawn)	-2.0	28.5	-2.8	-1.7	-3.6	15.8	-5.8	6.7	-12.5
O=C(COC(=O)c1cc(F)cc(F)c1)NCCCc1ccccc1	2.7	10.4	-2.8	-0.5	-0.5	6.1	2.3	8.4	-14.2
N/C(=N\OC(=O)c1ccco1)c1ccccc1	80.6*	5.9	3.2	-0.7	81.9*	-2.0	-0.7	3.0	88.2*
Cc1ccc(/C=C/C(=O)OC(C)C(=O)NC2CCCCC2C)o1 (stereo not drawn)	-3.7	-13.8	-5.3	7.8	8.0	15.1	-0.6	-3.5	-5.1
CN(C)S(=O)(=O)c1cccc(NC(=O)c2ccc3nccnc3c2)c1	1.8	9.5	-4.0	-0.2	4.0	2.1	-4.9	1.2	-0.6
CCCc1cc(=O)oc2c(C)c(OCC(=O)NCc3ccccn3)ccc12	12.3	-51.6	6.2	1.5	3.0	-15.4	-1.0	5.0	-11.1
CC(C)C(=O)Nc1sc2c(c1-c1nc3ccccc3[nH]1)CCCC2	9.4	-486.8	-3.5	-1.9	9.2	28.6	5.1	-1.9	-27.7
Cc1ccc(NC(=O)CSc2ccc(C(N)=O)cc2[N+](=O)[O-])cc1C	-3.2	18.3	-7.0	-2.2	-3.4	-13.9	-0.2	-8.1	-2.9
Cc1c(C)n2c(SCC(=O)N3CCCCCC3)nnc2[nH]c1=O	-5.0	4.7	-4.5	-0.2	-4.4	22.4	0.1	3.6	0.5
CSc1nc(-c2ccc(C)cc2)nc(C(Cl)Cl)n1	-3.0	15.6	-2.3	-5.3	0.0	-15.6	-0.5	5.1	0.7
CCOCCCNCC(=O)NCC1CCCCC1	-0.9	9.9	1.4	-2.9	-13.4	-8.6	2.2	-4.9	-15.5
Cc1ccc(-c2cc(C(=O)Nc3nn[nH]n3)c3ccccc3n2)cc1	7.3	-32.4	-0.8	-0.2	-3.2	5.6	-0.3	-14.1	-3.4
O=c1[nH][nH]c(C(F)(F)F)c1/C=N/N1CCOCC1	3.3	25.2	-4.3	-2.9	-5.9	4.3	-0.5	1.5	-6.4
CC(C)c1cccc(C(C)C)c1OC(=O)[C@H]1OC(c2ccc(Br)cc2)=C[C@@H]1c1ccc(Br)cc1	5.1	10.6	6.6	-7.5	-0.5	8.0	5.1	-20.8	-5.8
CCNc1sc(S(C)(=O)=O)nc1S(=O)(=O)c1ccc(Cl)cc1	-1.7	2.2	-4.2	-1.0	1.8	-3.6	-1.5	5.2	8.9
C=CCSc1nc(C)cc(C(=O)OCC)c1C#N	-3.9	-41.6	6.5	0.6	-6.7	-11.0	0.9	-1.5	-3.8
COc1cc(/C=N/Nc2nc(Nc3ccccc3)nc(N3CCCCC3)n2)ccc1OCC(=O)O	-8.3	13.3	-3.7	-0.1	-23.3	-15.8	-0.7	-32.3	4.2
CC(=O)OCC1OC(COC(C)=O)(c2ccc(C)cc2)C(OC(C)=O)C1OC(C)=O (stereo not drawn)	x	0.7	-2.8	x	x	-2.8	-0.2	x	x
CC1(C)NC(=O)N(CC(=O)N2CCN(c3cccc(Cl)c3)CC2)C1=O	6.3	3.8	-0.8	2.5	-3.0	1.2	-0.5	0.7	12.2
CCCOc1ccc(N/C=C/C(=O)c2cc(OC)c(OC)c(OC)c2)cc1	3.0	-131.5	-0.8	1.1	-12.5	21.2	-28.8	-2.9	-17.7
CCNC(=S)NNC(=O)c1ccccc1OC(F)F	-0.2	8.5	-6.9	0.2	-1.2	-10.1	0.2	10.7	-4.7
Cc1cnc(C(=O)N(CC(C)C)c2c(N)n(CC(C)C)c(=O)[nH]c2=O)cn1	9.0	0.8	2.7	-3.3	-4.3	-14.7	0.9	-3.8	-17.9
C=CCNc1ncnc2sc(SC)nc12	-4.8	-8.3	-4.5	-0.2	1.1	-0.7	-6.4	2.1	-0.1
O=C(OCC(=O)N1CCN(c2ccccc2)CC1)c1cccc([N+](=O)[O-])c1	3.6	19.1	0.6	0.3	-2.0	-7.8	0.1	-1.9	-0.1
CCN1CCN(C(C(=O)NC2CCCC2)c2cc3c(cc2[N+](=O)[O-])OCO3)CC1 (stereo not drawn)	-3.9	-58.1	0.7	-1.0	-0.1	2.2	-31.5	6.3	30.6
Cc1ccc2nc(C)cc(C(=O)OCC(=O)Nc3c(C)n(C)n(-c4ccccc4)c3=O)c2c1	-5.5	-28.3	2.6	-2.8	-2.0	3.3	2.8	19.2	-6.4
CSc1nc2ccc3nc(NC(=O)c4ccc(C)cc4)sc3c2s1	7.6	-385.6	2.1	-3.5	-0.1	-0.4	-12.4	12.6	-5.2
O=C(CN(Cc1ccc(F)cc1)C(=O)CCC(=O)Nc1ccccn1)NCCc1ccccc1	8.7	11.6	-4.0	4.6	-4.0	18.2	8.5	6.6	-19.7
Cc1cc(C(=O)Cn2nnc3ccccc3c2=O)c(C)n1Cc1cccs1	2.6	11.9	3.9	-5.8	-3.2	9.6	0.2	1.3	-32.7
COc1ccc(CN2[C@@H](CC(C)=O)c3cc(C(F)(F)F)ccc3S2(=O)=O)cc1	-1.5	-12.0	-1.0	-2.6	-1.8	5.8	-11.4	2.1	-4.9
CC(=O)c1c(C)[nH]c(C(=O)NCc2ccccc2F)c1C	-10.1	-2.3	-0.1	-0.4	-13.3	-8.5	-0.6	-5.7	-8.5
COc1cc(NC(=O)COC(=O)c2cc(S(=O)(=O)N3CCCCC3)ccc2Cl)c(C)cc1[N+](=O)[O-]	1.7	9.0	0.1	-2.0	-3.0	-9.6	3.7	-6.9	-13.2
Cc1cccc(-n2ccnc2SCC(=O)Nc2nccs2)c1C	5.0	19.3	2.5	-3.8	-7.2	-7.1	1.9	-8.1	-19.5
CN(C)c1ccc(NC(=O)c2ccc3c(c2)nnn3C)cc1	-2.1	19.9	12.2	-2.4	-0.2	21.8	0.6	-4.7	-10.9
COc1ccc(OC)c(NC(=O)CCOc2cccc(C)c2)c1	-1.4	9.1	1.4	0.4	1.7	-13.4	0.1	1.9	-21.5
COc1ccc(N(CC(=O)NC2CCCC2)S(=O)(=O)c2ccc(NC(C)=O)cc2)cc1	-3.2	5.0	-2.4	-1.6	-1.9	13.0	0.0	0.9	-3.9
Cn1c2ccccc2n2c(=O)cc(-c3ccccc3)c(C#N)c12	2.8	-446.0	-1.9	1.5	5.1	3.9	-44.7	-2.6	6.7
CCCC1CC(C)(c2csc(Nc3ccc(OCC)cc3)n2)OC1=O (stereo not drawn)	5.3	14.4	2.4	-4.5	1.8	29.4	1.8	2.0	-20.7
CC(C)(C)Nc1nc(Cl)nc(NCc2ccccc2)n1	-1.5	38.5	0.8	-1.9	6.3	-3.1	0.4	16.2	-8.3
COC(=O)[C@]1(CC(C)C)N[C@H](c2ccc(-c3ccc(Cl)c(Cl)c3)cc2)[C@@H]2C(=O)N(C)C(=O)[C@@H]21	-12.2	3.9	2.0	-7.2	5.3	26.3	-0.4	3.3	-8.6
CCOc1ccccc1C(=O)N1CCN=C1SCc1cccnc1	-8.6	13.7	3.2	1.8	-3.7	-4.1	3.2	0.5	-13.5
CC(C)Cc1csc(NC(=O)C(C)C)c1C(=O)O	-2.3	19.1	4.9	-2.9	3.3	17.6	0.6	1.4	-0.4
CC(=O)Oc1ccc2c(c1)Oc1cc(OC(C)=O)ccc1C21OC(=O)c2ccccc21	2.3	21.8	-11.7	-0.6	1.8	-16.8	-25.7	i	14.8
CCCCCC(=O)NC(CC(=O)OC)c1ccc2c(c1)OCO2 (stereo not drawn)	1.3	10.3	-5.9	7.3	2.7	-5.9	1.0	8.7	5.0
Cc1cc(C)c2c(c1)OC(=O)CC2c1ccc2c(c1)OCO2 (stereo not drawn)	5.7	9.4	-2.3	x	x	9.0	0.6	x	x
Cc1ccc(C)c(OCC(=O)N(Cc2ccccc2)c2c(N)n(Cc3ccccc3)c(=O)[nH]c2=O)c1	x	-8.4	-0.7	x	x	0.1	0.3	x	x
COc1cc(OC)cc(-c2nc3ccccc3c(=O)n2OC(=O)c2ccccc2C)c1	-2.7	2.4	3.0	0.2	-3.3	7.4	1.0	-3.4	-3.6
CC(C)[C@H](NC(N)=O)C(=O)Nc1ccc(Oc2ccccc2)cc1	2.7	8.5	2.2	1.0	2.0	-16.3	0.2	4.7	7.3
c1ccc(CCOn2ccnc2)cc1	5.8	6.9	0.2	0.3	-1.6	-11.3	0.2	6.7	-35.8
CS(=O)(=O)c1sc(C#N)c2c1C(=O)CC(c1ccccc1)C2 (stereo not drawn)	0.5	6.5	29.9	-4.3	0.8	33.4	1.4	-10.0	9.6
O=S1(=O)CCOCCN1Cc1ccccc1	1.0	18.3	-4.0	-0.4	2.8	5.1	1.4	-5.6	1.0
Cc1ccc(NC(=O)CSCC(=O)Nc2ccccc2C(=O)NC2CC2)cc1	3.4	-16.8	-1.8	3.9	-7.0	9.3	2.0	4.8	-3.3
O=C(NCc1ccc2c(c1)OCO2)c1ccc(COc2cc(Cl)ccc2Cl)o1	4.5	11.5	11.3	-5.0	-2.3	-2.4	0.2	-0.3	-8.6
O=C(NCC1COc2ccccc2O1)c1ccccc1 (stereo not drawn)	12.6	9.9	0.8	-0.8	-1.2	-13.8	1.3	4.1	-19.4
CCc1cc(=O)oc2cc(OCC(=O)N3CCCc4ccccc43)ccc12	-13.1	-55.5	12.0	-2.3	-5.7	6.2	2.5	-2.5	1.2
Cc1ccc(S(=O)(=O)N(C)C)cc1NC(=O)CN1C(=O)NC2(CCCCCC2)C1=O	0.6	-13.2	-7.5	-0.7	1.0	1.3	-10.6	0.2	1.1
COCCCNC(=S)Nc1ccc2nc(N3CCOCC3)cc(C)c2c1	5.8	-286.6	11.7	2.7	4.9	-7.3	-20.5	-0.9	9.2
COc1ccccc1C(CNC(=O)C1CCN(C(=O)Nc2ccccc2)CC1)N1CCCC1 (stereo not drawn)	-3.8	11.4	1.6	3.9	-6.7	6.5	-1.4	5.5	-1.3
O=C(Nc1ccc(C(F)(F)F)cc1)c1ccccc1Br	-8.4	9.0	1.9	-4.2	-12.1	32.1	0.4	-10.4	-40.0
COC(=O)C1CCN(C(=O)COC(=O)c2oc3ccc(OC)cc3c2C)CC1	9.4	-370.2	1.2	-0.1	-10.4	2.0	-3.8	4.4	-6.0
Cc1ccc(S(=O)(=O)N2CCN(C(=O)COC(=O)/C=C/c3ccccc3)CC2)c(C)c1	-2.0	9.6	-2.1	-7.2	-17.8	-11.8	-0.1	-5.1	-19.1
